Epigenetic mod – qHTS Assay for Epigenetic Modulators | AID 597, 2007 | Potency, µM (titrated, usually from 46.1 µM), for inactives: top-dose GFP derepression (activation) | mouse C127i GFP locus derepression, cytometry, 30 h | 68,000 tested, 0.09% active; further: % of control where 0% means no effect
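Murine C127i mammary cells carrying a silenced, stably integrated CMV-driven GFP reporter were treated with compound for 30 hours at 37 C. After PBS washes, GFP-positive cells were counted by laser-scanning microplate cytometry.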
ALOX15 inhib – qHTS Assay for Inhibitors of 15-hLO (15-human lipoxygenase); Polyunsaturated fatty acid lipoxygenase ALOX15 (Homo sapiens), P16050; purified 15hLO-1, xylenol orange hydroperoxide absorbance; Potency, µM (highest dose often 57.1 µM), without a hit: at the highest dose activity change, negative = inhibition, usual class: inhibitors; 74,000 tested, 1.4% active; further: potency means the concentration at half of the fitted maximal effect; on the % scale 0 is the no-effect control and ±100 the full control effect; nearly all actives have a fitted effect of over 55% in size
Target sequence (P16050 whole entry, looked up): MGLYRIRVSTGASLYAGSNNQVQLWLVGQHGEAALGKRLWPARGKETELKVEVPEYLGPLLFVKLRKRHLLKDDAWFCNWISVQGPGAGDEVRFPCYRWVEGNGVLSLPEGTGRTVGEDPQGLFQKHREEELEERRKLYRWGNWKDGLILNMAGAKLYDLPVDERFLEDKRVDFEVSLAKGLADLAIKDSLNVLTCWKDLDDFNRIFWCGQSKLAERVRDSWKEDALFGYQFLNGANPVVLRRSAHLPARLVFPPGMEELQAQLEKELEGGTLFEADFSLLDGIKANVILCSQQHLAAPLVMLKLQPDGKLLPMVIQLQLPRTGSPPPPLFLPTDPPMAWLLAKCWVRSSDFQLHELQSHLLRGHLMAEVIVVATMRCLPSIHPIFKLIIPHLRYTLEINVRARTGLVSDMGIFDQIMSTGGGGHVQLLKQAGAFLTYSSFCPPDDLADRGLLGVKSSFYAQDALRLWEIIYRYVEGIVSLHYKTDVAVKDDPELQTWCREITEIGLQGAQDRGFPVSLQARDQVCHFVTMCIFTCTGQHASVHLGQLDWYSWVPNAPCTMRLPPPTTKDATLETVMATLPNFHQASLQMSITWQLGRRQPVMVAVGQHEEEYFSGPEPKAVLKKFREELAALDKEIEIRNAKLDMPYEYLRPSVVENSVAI
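Purified human 15hLO-1 (40 nM) in 25 mM Hepes pH 7.5, 0.01% Triton X-100, preincubated 15 min RT with compound, then 50 uM arachidonic acid for 6 min. Hydroperoxide read by ferrous/xylenol orange, 30 min; 573/405 nm absorbance ratio gave progress.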
BRCT PPI red – qHTS Assay for Inhibitors of BRCT-Phosphoprotein Interaction (Red Fluorophore); 75,000 tested, 0.03% active; BRCT-phosphopeptide binding, red fluorescence polarization; Breast cancer type 1 susceptibility protein (Homo sapiens), P38398; AID 892, 2007; Potency, µM (series often up to 76.9 µM), inactives show at the top dose activity change, negative = inhibition, actives largely listed as inhibitors; further: on the % scale 0 is the no-effect control and ±100 the full control effect
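Fluorescence polarization: 100 nM His-tagged BRCA1 BRCT with 100 nM TAMRA-labelled phospho-BACH1 decapeptide, phosphate buffer pH 7.3 with 150 mM NaCl, DTT, 0.01% Tween 20; 12 min RT. Binding inhibition seen as FP decrease.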
HBB splicing – qHTS Assay for Modulators of Hemoglobin Beta Chain Splicing. HBB splicing reporter cell assay, activation; EGFP reporter with mutant IVS2-654 intron; response scale: normalised to 500 nM splice-correcting PNA. Potency, µM (titrated, usually from 46.1 µM), for the others: top-dose activation, most hits filed as activators. 65,000 tested, 0.06% active. AID 925, 2007; further: potency means the concentration at half of the fitted maximal effect; 0% is about no effect
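Compounds were applied for 2 days to HeLa EGFP-654 cells, 500/well in Optimem with 2% FCS. The reporter's EGFP is disrupted by mis-splicing of beta-globin intron IVS2-654. Readout: summed well GFP fluorescence from 488 nm laser scanning; reference was 500 nM antisense […] 654 PNA.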
CRE-bla Fsk – Cell signaling CRE-BLA (Fsk stim); 71,000 tested, 2.5% active; Potency, µM (highest dose often 38.2 µM), for the others: at the highest dose activity change, negative = inhibition, usual class: activators; CHO CRE-bla reporter (cAMP response element driving beta-lactamase), forskolin EC10, beta-lactamase ratio; active means well fitted activation curve with a large enough effect in the signal ratio, with a control signal flat, not every such curve was filed as active; inconclusive means small, poorly fitted or top-dose-only effect, or effect the other way, or a change in a side signal; the % refers to the signal ratio; further: potency means the concentration at half of the fitted maximal effect; % of control where 0% means no effect
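CRE-bla CHO reporter cells treated with compound titration plus EC10 NKH 477 (water-soluble forskolin), incubated 3 h at 37 °C; CCF4 loading 2 h at room temperature, 460/530 nm emission ratio read, AC50 values derived for positive or negative modulators.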
HADH2 inh – qHTS Assay for Inhibitors of HADH2 (Hydroxyacyl-Coenzyme A Dehydrogenase, Type II). 3-hydroxyacyl-CoA dehydrogenase type-2 (Homo sapiens), Q99714. recombinant HADH2, NADH fluorescence, beta-hydroxybutyryl-CoA. Potency, µM (doses to about 57.1 µM), for inactives: top-dose activity change, negative = inhibition, actives largely listed as inhibitors. 73,000 tested, 3.4% active. AID 886, 2007; further: potency means the concentration at half of the fitted maximal effect; on the % scale 0 is the no-effect control and ±100 the full control effect; nearly all actives have a fitted effect of over 60% in size; many of its hits are not listed in these tables
Target sequence (Q99714 whole entry, looked up, one chain of several): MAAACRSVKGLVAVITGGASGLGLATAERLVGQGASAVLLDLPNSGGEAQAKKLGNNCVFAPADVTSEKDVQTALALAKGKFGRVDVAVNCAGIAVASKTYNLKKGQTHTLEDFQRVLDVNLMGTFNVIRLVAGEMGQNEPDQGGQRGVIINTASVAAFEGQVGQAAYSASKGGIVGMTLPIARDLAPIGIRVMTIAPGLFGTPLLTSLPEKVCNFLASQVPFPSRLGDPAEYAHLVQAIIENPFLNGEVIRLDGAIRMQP
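His-tagged recombinant enzyme from E. coli, 20 nM, preincubated 15 min RT with compound; reaction started with 1 mM NAD+ and 90 uM beta-hydroxybutyryl-CoA in 100 mM Tris-HCl pH 9.0. NADH fluorescence (ex 360/em 450) read over 4 min; last-minus-first difference.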
Pol III holo inh – qHTS Assay for Inhibitors of DNA Polymerase III Holoenzyme System; reconstituted DNA polymerase III holoenzyme replication, biochemical; Potency, µM (top dose mostly 57.1 µM), for the others: at the top dose activity change, negative = inhibition; 71,000 tested, 0.25% active; further: potency means the concentration at half of the fitted maximal effect; on the % scale 0 is the no-effect control and ±100 the full control effect
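Reconstituted *E. coli* holoenzyme (0.35 nM Pol III, 1 nM beta, 154 nM SSB, 2 nM primase) was preincubated with compound for 15 min at RT. Synthesis on 1.4 nM ssM13Gori ran 35 min, then was stopped with PicoGreen/EDTA and read as dsDNA fluorescence.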
BRCT inh green – qHTS Assay for Inhibitors of BRCT-Phosphoprotein Interaction (Green Fluorophore) | Breast cancer type 1 susceptibility protein (Homo sapiens), P38398 | BRCA1 BRCT-phosphopeptide binding, green fluorescence polarization | Potency, µM (titrated, usually from 76.9 µM), for the others: at the highest dose activity change, negative = inhibition, hits mostly inhibitors | 75,000 tested, 0.05% active | AID 875, 2007;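 further: potency means the concentration at half of the fitted maximal effect; plate controls were peptide without protein for full effect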
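Compounds were incubated for 12 min at room temperature with a complex of 100 nM fluorescein-tagged pBACH1 decapeptide and 250 nM His-tagged BRCT protein. Buffer was phosphate pH 7.3 with EDTA, DTT and Tween 20. Disruption of binding lowers the polarization signal.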
USP2a inh – qHTS Assay for Inhibitors of Ubiquitin-specific Protease USP2a; Ubiquitin carboxyl-terminal hydrolase 2 (Homo sapiens), O75604; USP2a enzymatic assay, qHTS inhibition; Potency, µM (series often up to 38.3 µM), for inactives: top-dose activity change, negative = inhibition, most hits filed as inhibitors; 60,000 tested, 0.1% active; AID 927, 2007;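 further: potency means the concentration at half of the fitted maximal effect; nearly all actives have a fitted effect of over 60% in size; plate controls were DMSO for no effect and NEM full inhibition control for full effect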
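USP2 core (20 nM final) was preincubated with compound for 30 min at RT in 20 mM Tris-HCl pH 8.0, 2 mM CaCl2, 2 mM beta-mercaptoethanol; Ub-PLA2 (20 nM) plus NBD C6-HPC (20 uM) then added, fluorescence read after 2.5 h.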
UbGFP stabilizer – Ubiquitin-GFP Assay. Ubiquitin-GFP reporter cells, proteasome inhibition, GFP fluorescence; response scale: untreated = 0%, 10 µM MG-132 = 100%. Potency, µM (titrated, usually from 45.9 µM), without a hit: at the highest dose activation (GFP accumulation), actives largely listed as activators. 67,000 tested, under 10 active; active means well fitted activation curve with a large enough effect, not every such curve was filed as active; inconclusive means small, poorly fitted or top-dose-only effect, or another doubt; inactive means no such curve, though single readings can be large or run the other way; further: potency means the concentration at half of the fitted maximal effect
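Proteasome blockade was scored as a rise in GFP-expressing U2OS cells carrying a ubiquitin(G76V)-GFP construct, imaged after 4 hr compound treatment at 37 °C across a 46 uM–2.9 nM series.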
Hsp90 Hop PPI – qHTS Assay for Disrupters of an Hsp90 Co-Chaperone Interaction; Potency, µM (top dose mostly 57 µM), inactives show at the top dose activity change, negative = inhibition; 71,000 tested, 0.44% active; AID 595, 2007; Hsp90 C-terminal peptide / TPR2A (Hop) interaction, human; AlphaScreen TPR2A-His6 binding biotin-Hsp90 C-terminal peptide; active means well fitted curve in either direction with a large enough effect; inconclusive means small, poorly fitted or top-dose-only effect, or another doubt; further: potency means the concentration at half of the fitted maximal effect; on the % scale 0 is the no-effect control and ±100 the full control effect; many of its hits are not listed in these tables
Numbers without * were called inactive; u = inconclusive; x = not tested or not shown; [ ] = remark or other dose. Unless noted, the call rests on the fitted dose curve; in most records, active means well fitted curve in the direction sought with a large enough effect; inconclusive means small, poorly fitted or top-dose-only effect, or another doubt; inactive means no such curve, though single readings can be large; an effect the other way counts as inactive or inconclusive. An excerpt. The share of hits here may be higher or lower than overall.

SMILES	Epigenetic mod	ALOX15 inhib	BRCT PPI red	HBB splicing	CRE-bla Fsk	HADH2 inh	Pol III holo inh	BRCT inh green	USP2a inh	UbGFP stabilizer	Hsp90 Hop PPI
Cc1ccc(S(=O)(=O)Nc2c(C)n(C)n(-c3ccccc3)c2=O)cc1C(=O)NCc1ccccn1	0.0%	u	-1.2%	-4.6%	u	34.8%[activator]	3.9%	-2.2%	4.4%	-2.6%	u
COc1ccc2oc(C(=O)C3CC3)c(N)c2c1	5.1%	-5.0%	-0.1%	6.4%	18.8%	-20.7%	-1.4%	-2.6%	0.6%	-1.7%	0.5%
N#Cc1cccc(NC(=O)COc2ccc(-n3ccnc3)cc2)c1	1.1%	14.6%	-2.5%	-2.9%	u	5.1%	-1.0%	0.7%	12.2%	3.5%	-6.9%
COc1cccc(Nc2ncc3nc(-c4cc(F)cc(F)c4)c(=O)n(C[C@H]4CCCO4)c3n2)c1	2.7%[9.22 µM]	2.0%	-0.4%	1.8%	u	-5.6%	-4.1%	27.6%	192.7%[activator]	9.1%	-6.5%
COCCNC(=O)CCn1c(=O)oc2ccccc21	8.6%	11.4%	0.3%	-0.6%	-25.9%	0.4%	5.4%	-1.2%	-2.6%	3.7%	-2.0%
O=C(O)c1ccc(COc2ccc(Cl)cc2)o1	6.5%	1.9%	-1.8%	0.5%	-16.4%	-8.9%	-5.2%	-0.9%	1.0%	3.4%	-2.7%
CC(=O)Nc1cc2c(cc1NC(=O)Cn1nc(-c3ccccc3F)ccc1=O)OCCO2	5.1%	2.9%	-0.8%	x	-11.5%	9.9%	-5.3%	1.4%	8.4%	4.9%	-5.4%
CCOC(=O)C1CCN(C(=O)Nc2ccc3oc(C)nc3c2)CC1	0.0%	1.2%	-0.1%	0.6%	0.8%	4.1%	-2.5%	0.7%	-5.1%	-1.3%	-4.5%
CN1CCCC(OC(=O)c2cc(Cl)ccc2Cl)C1 (configuration not stated)	0.0%	2.9%	-1.0%	0.1%[57.5 µM]	-7.9%	-0.5%	-2.0%	-0.7%	-5.5%	4.9%	4.1%
COC(=O)C(CCSC)NC(=O)CNC(=O)C1CCCCC1 (configuration not stated)	0.0%	3.2%	0.7%	-1.2%	u	5.1%	1.0%	0.6%	-4.1%	u	-1.3%
COc1ccccc1-c1cc(N(C)Cc2ccco2)ncn1	0.0%[9.22 µM]	8.8%	6.0%	1.4%	u	-11.8%	-4.2%	0.6%	16.8%	4.6%	1.4%
CC(=O)O[C@H]1C[C@H]2CC[C@@H]3[C@@H](CC[C@]4(C)[C@H](OC(C)=O)[C@H]([N+]5(C)CCCCC5)C[C@@H]34)[C@]2(C)C[C@H]1[N+]1(C)CCCCC1	1.7%[20.6 µM]	7.7%[25.6 µM]	-3.0%[34.4 µM]	-1.1%[20.6 µM]	0.6%[17.1 µM]	-8.8%[25.6 µM]	-2.5%[25.6 µM]	-0.7%[34.4 µM]	15.9%[17.1 µM]	1.6%[20.5 µM]	-2.2%[26 µM]
COCC(=O)N1CCC2(CCN(Cc3ccccc3OC)CC2)CC1	2.2%[9.22 µM]	4.3%	1.8%	1.6%	1.6%	4.7%	-3.9%	-3.7%	13.0%	7.0%	-2.4%
COc1cc(OC)cc(N(C(=O)c2ccco2)C(C(=O)NC2CCCC2)c2ccc(N(C)C)cc2)c1 (configuration not stated)	2.3%	1.0%	-0.3%	-3.1%	u	7.5%	-6.0%	0.2%	13.1%	1.7%	-11.3%
c1csc(CNc2ccnc(-c3ccc4c(c3)OCO4)n2)c1	-2.9%[9.22 µM]	-28.2%	1.7%	-0.7%	u	5.0%	-2.2%	0.9%	-24.7%	4.6%	19.4%
Cc1cc(-c2cc(C)c(O)c(C(C)(C)C)c2)cc(C(C)(C)C)c1O	0.0%[9.22 µM]	-28.6%[11.4 µM]	0.6%[15.4 µM]	0.7%[9.22 µM]	23.1%[7.6 µM]	13.9%[11.4 µM]	-12.7%[11.4 µM]	-0.2%[15.4 µM]	x	-9.2%[9.17 µM]	-3.7%[11 µM]
CSCCC(NC(=O)c1ccco1)C(=O)OC(C)C(=O)NC(=O)NC1CCCCC1 (configuration not stated)	-1.8%	-4.2%	-0.1%	1.2%	-13.7%	0.1%	-2.6%	-1.1%	-1.3%	-4.0%	-2.5%
Cc1cc(NC(=O)CCCC(=O)OCC(F)(F)C(F)F)cc(C)c1C(=O)O	2.3%	17.7%	-0.7%	7.0%	-13.7%	0.7%	-7.5%	-1.0%	-3.5%	0.0%	-1.8%
O=C(CSc1nnc2ccccn12)Nc1ccccc1C(=O)NC1CC1	-1.4%	7.9%	2.4%	0.3%	u	5.3%	6.0%	-1.0%	0.5%	-2.6%	0.3%
Cn1cccc1-c1nc2ccc(NC(=O)c3ccccc3)cc2[nH]1	-3.2%	-19.6%	0.1%	-2.2%	24.4%	-4.8%	-4.2%	4.0%	3.1%	-5.3%	-23.9%
CCC(C)NC(=O)C1=C(C)C(=O)OC12CCC(C)CC2 (configuration not stated)	0.0%	5.2%	1.4%	0.7%	5.3%	2.7%	-4.5%	-1.3%	x	-5.9%	1.8%
CC1(C)CC(=O)C2=C(C1)Nc1[nH]n(-c3ccccc3)c(=O)c1C2c1ccc2c(c1)OCO2 (configuration not stated)	0.0%	u	-1.5%	5.9%	-11.5%	-12.6%	-7.0%	0.6%	8.1%	-0.9%	-11.4%
O=C(OCCCc1ccncc1)c1ccc(S(=O)(=O)N2CCOCC2)cc1	1.0%	-2.7%	-0.9%	3.0%	6.6%	-4.5%	-4.7%	-0.7%	6.0%	-2.4%	2.2%
O=C(CN1CCN(CCC(=O)Nc2ccccc2F)CC1)Nc1ccc(Cl)cc1	-6.5%	0.8%	-0.4%	-0.7%	u	1.7%	2.6%	-2.7%	19.9%	-7.5%	0.1%
O=C(CN(c1ccc(F)cc1)S(=O)(=O)c1ccc2c(c1)OCCO2)Nc1ccc2c(c1)OCO2	0.0%	-19.9%	-0.5%	-0.4%	u	10.8%	-2.8%	2.9%	33.7%[activator]	-2.6%	-5.7%
CCCCN(CC)CCNS(=O)(=O)c1cccc2cccnc12	x	u	-2.7%	-0.2%	-10.4%	5.8%	-1.2%	-0.8%	x	-6.7%	-4.6%
CCOC(=O)C1CCCN(C(=O)CNS(=O)(=O)c2ccc(Br)s2)C1 (configuration not stated)	0.0%	0.0%	0.8%	0.5%	u	11.0%	2.1%	-0.7%	0.8%	-8.1%	-2.3%
O=C(Nc1cccnc1)Nc1ccccc1Cl	-0.1%	6.6%	-1.4%	2.2%	15.3%	4.4%	0.7%	-0.3%	3.3%	-5.4%	0.2%

Ordered by heavy-atom count (high to low): three of the compounds above
SMILES	Epigenetic mod	ALOX15 inhib	BRCT PPI red	HBB splicing	CRE-bla Fsk	HADH2 inh	Pol III holo inh	BRCT inh green	USP2a inh	UbGFP stabilizer	Hsp90 Hop PPI
O=C(OCCCc1ccncc1)c1ccc(S(=O)(=O)N2CCOCC2)cc1	1.0%	-2.7%	-0.9%	3.0%	6.6%	-4.5%	-4.7%	-0.7%	6.0%	-2.4%	2.2%
CCOC(=O)C1CCCN(C(=O)CNS(=O)(=O)c2ccc(Br)s2)C1 (configuration not stated)	0.0%	0.0%	0.8%	0.5%	u	11.0%	2.1%	-0.7%	0.8%	-8.1%	-2.3%
CCCCN(CC)CCNS(=O)(=O)c1cccc2cccnc12	x	u	-2.7%	-0.2%	-10.4%	5.8%	-1.2%	-0.8%	x	-6.7%	-4.6%
